Compound activity from PubChem BioAssay.
MT stabilize HCS = microtubule stabilizers in HeLa cells; HeLa tubulin immunostaining HCS, 24 h; share of cells brighter than vehicle mean+2SD; % tubulin-high responders, % at 10 µM; 200,000 tested, 0.83% active; AID 2205;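 active means plate Z-score above 3 for both tubulin-high and condensed-nucleus cell shares, with cell loss under 80%, at 10 µM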;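 further: anti alpha tubulin signal scored within the nucleus-defined area of each cell; some results filed as inactive read as strong as hits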
Dynein cargo inh = blocks dynein driven cargo transport along microtubules. 3617.4 mouse cells, GR-EGFP nuclear translocation imaging; test concentration mostly 20 µM; stimulated with dexamethasone, 1 µM; hits give low values. z-score, hits read low. 220,000 tested, 0.47% active. AID 1381;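 active means plate z-score of nuclear minus cytoplasmic receptor signal below a set negative limit, without overly bright fluorescence or cell loss, cut at about -3.5 in these data, passing the limit was not always enough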;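 further: z-score of nuclear minus cytoplasmic ring GR-EGFP intensity difference per well; some compounds called inactive have numbers as strong as hits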
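Medium: Induction medium lacking tetracycline, stripped serum | Probe or stimulus: 1.0 µM final dexamethasone stimulus | Schedule: 48 h induction, then 1 h compound, then 30 min agonist, 37 °C | Signal: Automated 10x imaging of fixed Hoechst-stained cells | Evaluation: Per-cell GR-EGFP intensity, nucleus versus surrounding cytoplasmic ring, well-averaged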
Ins promoter up = MIN6 insulin promoter up-regulation | 190,000 tested, 0.3% active | MIN6 insulin promoter-GFP reporter, high-content imaging; hits give high values | z-score at 5 µM;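 active means z-score above 3 at 5 µM with at least 500 cells counted in the well; inconclusive means wells under 500 cells, flagged as cytotoxic or low count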
bCat nuc transl = alters nuclear translocation of beta-catenin in HeLa cells. 190,000 tested, 0.3% active. nuclear translocation activity, % at 5 µM. immunofluorescence imaging;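 active means nuclear translocation activity above 50% at 5 µM, with a well cell count of 50 or more; inconclusive means wells under 50 cells across six images, flagged as toxic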;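 further: per-cell ratio of nuclear to cytoplasmic median beta-catenin stain intensity; plate controls were DMSO negative control for no effect and GSK-3 inhibitor IX positive control for full effect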
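Signal – beta-catenin immunofluorescence imaging with DAPI · Test system – human HeLa cell line · Dosing – 5 µM primary single dose, 0.1% DMSO, 0.02–20 µM confirmation series · Measure – % activation, nuclear-to-cytoplasmic median beta-catenin signal ratio per cell · Incubation – 24 h compound exposure at 37°C, 5% CO2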
P. falciparum M1AAP = P. falciparum M1AAP inhibitors, biochemical, fluorogenic H-Leu-NHMec substrate, 1536-well (AID 1445); 220,000 tested, 0.42% active; recombinant M1AAP, H-Leu-NHMec fluorogenic kinetic assay; higher % means a stronger effect; inhibition, % at 30 µM, or IC50 in µM where a hit was titrated;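 active means primary inhibition above the hit cutoff, then over 50% inhibition at one or more dose response concentrations, cut at about 23% in these data, passing the limit was not always enough; inconclusive means conflicting primary data, or primary hits not chosen for dose response; inactive means low primary inhibition, or under 50% at every dose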;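 further: plate controls were DMSO full reaction for no effect and no enzyme background for full effect; strong numbers were not always called active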
Autophagy mod = autophagy modulation, high-content screen. MEF GFP-LC3 puncta imaging; test concentration mostly 10 µM. calls only at 10 µM (by protocol). 190,000 tested, 0.98% active. AID 463193;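 active means percentage of spot-positive cells more than 3 SD above its plate mean, without a fluorescence outlier flag or 80% toxicity; inconclusive means no clear call, values can overlap the other calls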;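 further: spot-positive cell cutoff set from DMSO-treated cells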
M17LAP inhibition = P. falciparum M17LAP inhibitors, primary screen, biochemical, fluorogenic H-Leu-NHMec substrate, 1536-well (AID 1619) | recombinant M17LAP, H-Leu-NHMec fluorogenic kinetic assay; higher % means a stronger effect | one-dose inhibition, % at 30 µM; IC50 in µM for titrated hits | 220,000 tested, 0.38% active;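 active means compound inhibiting the enzyme by more than half at any dose during confirmatory dose-response retesting; inconclusive means strong single-dose inhibitors picked by rank but not retested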;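 further: plate controls were full reaction with DMSO carrier for no effect and no enzyme background for full effect; strong numbers were not always called active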
UTI89 phage lysis = inhibition of K1F phage lysis, E. coli UTI89, bacterial capsule biogenesis inhibitors, alamar blue (AID 488966) | E. coli UTI89 K1F phage lysis, alamar blue, 2 h; higher % means a stronger effect | inhibition, % at 100 µM; hits with a dose series show IC50 in µM | 340,000 tested, 0.02% active;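 active means phage lysis inhibition, versus mean bacterial control, above a set limit; inconclusive means no clear call, values can overlap the other calls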;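 further: capsule biogenesis inhibitors block K1F phage lysis so surviving cells raise fluorescence; higher fluorescence means more inhibition of phage lysis; actives were called in the ten point dose series up to 300 µM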
CSM14.1 death rescue = protection against thapsigargin-triggered cell killing – 384-well, CSM14.1, ATP luminescence, primary screen (AID 1222) | 190,000 tested, under 10 active | cellular ATP content (survival), % at 20 µM; hits with a dose series show EC50 in µM | CSM14.1 thapsigargin-induced death rescue, ATP luminescence; higher % means a stronger effect;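 active means EC50 below 50 µM in the dose-response confirmation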;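 further: death triggered by thapsigargin at about 15 µM added after 2 h compound pretreatment; cell ATP read after overnight thapsigargin exposure of roughly 18 to 22 hours; normalized against plate controls of thapsigargin alone and 5% DMSO vehicle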
Dynein cargo inh cytoplasmic EGFP = further read-out of Dynein cargo inh, marked with its call; z-score; measured here: cytoplasmic GR-EGFP intensity; hits give high values
Dynein cargo inh nuclear GR-EGFP = recorded beside Dynein cargo inh, whose call it bears; z-score; measured here: nuclear GR-EGFP intensity;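 lower value marks the stronger effect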
Dynein cargo inh cell count = second read-out of Dynein cargo inh, no call of its own (marks repeat the call); z-score; measured here: cell count per field
Ins promoter up cell count = recorded beside Ins promoter up, whose call it bears; cell count; measured here: cytotoxicity, nuclei count;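 total cells summed across four imaged fields per well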
bCat nuc transl cell count 5 µM = recorded beside bCat nuc transl, whose call it bears; cell count; measured here: cell count, cytotoxicity flag
MT stabilize HCS Hoechst-high % = further read-out of MT stabilize HCS, marked with its call; % Hoechst-high responders; measured here: nuclear condensation Hoechst responders;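 share of cells brighter than vehicle mean plus two SD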
MT stabilize HCS cytotoxicity % = recorded beside MT stabilize HCS, whose call it bears; toxicity, %; measured here: cytotoxicity by cell density;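 0% = mean cell density of plate MIN control wells and 100% = no cells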
Autophagy mod cell loss 18 h = second read-out of Autophagy mod, no call of its own (marks repeat the call); toxicity, %; measured here: cell loss, nuclei count;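 cell loss after 18 h compound exposure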
* hit, by the source's call; i = inactive; ? = inconclusive; nt = not tested or not shown; [ ] = remark or other dose. Rows are unselected. Share with any hit: about 2.9%.

SMILES	MT stabilize HCS	MT stabilize HCS Hoechst-high %	MT stabilize HCS cytotoxicity %	Dynein cargo inh	Dynein cargo inh cytoplasmic EGFP	Dynein cargo inh nuclear GR-EGFP	Dynein cargo inh cell count	Ins promoter up	Ins promoter up cell count	bCat nuc transl	bCat nuc transl cell count 5 µM	P. falciparum M1AAP	Autophagy mod	Autophagy mod cell loss 18 h	M17LAP inhibition	UTI89 phage lysis	CSM14.1 death rescue
O=c1c2c(nc3c(-c4cccc(Br)c4)c[nH]n13)CCCC2	7.0	0.8	4.2	-1.1	-0.19	-0.46	1	-0.4	1928	-1.3	1086	1%	i	9	17%	0.7%	0.3%
C=CCOc1c2ccc(C(=O)NC3CCCc4ccccc43)cc2nn1C (stereo unspecified)	4.0	2.2	4.0	1.1	-0.22	0.87	-0.32	-0.49	1638	-0.6	1328	8%	i	4	3%	0.5%	-1.7%
O=C(CCNC(=O)Cn1ccc2ccccc2c1=O)NCCC1=CCCCC1	6.3	2.5	6.2	-0.73	0.98	-0.59	0.63	0.03	1362	0.5	1104	5%	i	-2	1%	0.1%	-1.8%
CCCCSc1ncnc2[nH]ncc12	nt	nt	nt	1.1	-0.24	0.52	0.075	0.26	1570	0.3	1103	-5%	nt	nt	2%	0.1%	nt
CCOCCCNc1nc(=S)[nH]c2cc(OC)c(OC)cc12	3.0	1.4	5.2	-0.0054	-0.22	0.18	0.52	-1.2	1411	-2.3	996	-3%	i	3	11%	-1.8%	-0.5%
CCCN(CCC)CCNC(=O)c1cc2c(=O)n(CC)c3ccccc3c2s1	nt	nt	nt	-0.52	-0.23	0.075	0.87	0.41	1123	0.6	1275	13%	nt	nt	-17%	-0.4%[50 µM]	nt
O=C(N/N=C/c1cccc([N+](=O)[O-])c1)c1cccs1	6.4	2.3	12	0.94	-0.23	0.56	-1.2	-0.21	1486	-0.2	1079	2%	i	15	3%	2.0%[50 µM]	-1.8%
Cn1c(N)c(C(=O)COC(=O)Cn2cc(C(F)(F)F)ccc2=O)c(=O)n(C)c1=O	1.6	1.8	6.1	1	-0.19	0.49	-0.7	-0.02	1140	0.4	896	2%	i	1	1%	1.1%	nt
COc1cc(OC)c(Nc2cc(C)nc3nc(C)nn23)cc1Cl	3.8	1.4	5.6	4	-0.18	1.8	-1.2	nt	nt	-1.2	1171	4%	i	-4	12%	5.9%	nt
O=C(c1ccc2c(c1)OCCO2)C1CCN(S(=O)(=O)c2ccccc2F)CC1	1.0	1.0	11	-0.36	-0.16	-0.024	-0.48	nt	nt	nt	nt	10%	i	-23	0%	-0.3%	0.2%
CCOC(=O)N1CCC(NC(=O)c2ccc3c(=O)n4c(nc3c2)CCCC4)CC1	3.7	1.6	1.1	-0.51	-0.039	0.014	0.79	-0.11	1270	-1.9	762	4%	i	-8	-1%	0.3%	-1.3%
CCOC(=O)C1CCCN(c2c(C(=O)c3ccccc3)cnc3ccc(OC)cc23)C1 (stereo unspecified)	2.6	1.8	6.6	-1.1	0.12	-0.26	1.1	-1.7	1176	0.7	1058	2%	i	-3	3%	-0.3%	-1.4%
Cc1ccc(C(=O)N2CCC(C)CC2)cc1C	1.9	2.2	9.5	-1	-0.25	-0.5	0.76	nt	nt	0.0	1119	0%	i	-9	-1%	0.2%	-2.1%
Cc1ccc(-n2c(C)n[nH]c2=S)cc1C	6.2	2.5	9.7	0.2	-0.18	-0.056	0.017	-0.43	1317	0.7	966	0%	i	-15	-5%	3.1%	-1.3%
Cc1cc(C(=O)N/N=C2\CC(=O)c3ccccc32)c(C)n1-c1ccc(F)cc1	nt	nt	nt	-1.1	0.05	-0.18	1	-0.72	1134	-0.4	1315	9%	nt	nt	5%	0.8%	nt

Pulled by compound from the entries so far (four):
SMILES	MT stabilize HCS	MT stabilize HCS Hoechst-high %	MT stabilize HCS cytotoxicity %	Dynein cargo inh	Dynein cargo inh cytoplasmic EGFP	Dynein cargo inh nuclear GR-EGFP	Dynein cargo inh cell count	Ins promoter up	Ins promoter up cell count	bCat nuc transl	bCat nuc transl cell count 5 µM	P. falciparum M1AAP	Autophagy mod	Autophagy mod cell loss 18 h	M17LAP inhibition	UTI89 phage lysis	CSM14.1 death rescue
CCOC(=O)C1CCCN(c2c(C(=O)c3ccccc3)cnc3ccc(OC)cc23)C1 (stereo unspecified)	2.6	1.8	6.6	-1.1	0.12	-0.26	1.1	-1.7	1176	0.7	1058	2%	i	-3	3%	-0.3%	-1.4%
Cc1ccc(C(=O)N2CCC(C)CC2)cc1C	1.9	2.2	9.5	-1	-0.25	-0.5	0.76	nt	nt	0.0	1119	0%	i	-9	-1%	0.2%	-2.1%
O=C(N/N=C/c1cccc([N+](=O)[O-])c1)c1cccs1	6.4	2.3	12	0.94	-0.23	0.56	-1.2	-0.21	1486	-0.2	1079	2%	i	15	3%	2.0%[50 µM]	-1.8%
COc1cc(OC)c(Nc2cc(C)nc3nc(C)nn23)cc1Cl	3.8	1.4	5.6	4	-0.18	1.8	-1.2	nt	nt	-1.2	1171	4%	i	-4	12%	5.9%	nt

(more compounds)
SMILES	MT stabilize HCS	MT stabilize HCS Hoechst-high %	MT stabilize HCS cytotoxicity %	Dynein cargo inh	Dynein cargo inh cytoplasmic EGFP	Dynein cargo inh nuclear GR-EGFP	Dynein cargo inh cell count	Ins promoter up	Ins promoter up cell count	bCat nuc transl	bCat nuc transl cell count 5 µM	P. falciparum M1AAP	Autophagy mod	Autophagy mod cell loss 18 h	M17LAP inhibition	UTI89 phage lysis	CSM14.1 death rescue
Cc1cccc(-c2c3c(=O)n(C)c(=O)n(C)c3cn2C(C)C)c1	3.0	2.6	3.4	0.87	0.039	0.32	-0.27	-0.91	894	-6.5	1263	-3%	i	11	6%	0.2%	0.2%
Cc1ccc(C(=O)CC2(O)C(=O)N(Cc3ccccc3)c3ccccc32)o1 (stereo unspecified)	5.4	2.1	5.5	0.28	-0.12	-0.049	-0.48	-0.2	1294	nt	nt	-2%	i	6	14%	4.7%	-3.1%
Clc1ccc(CONc2ncnc3nonc23)c(Cl)c1	5.3	3.0	3.7	0.24	-0.26	-0.2	-0.15	nt	nt	nt	nt	-7%	i	1	0%	0.9%	-1.2%
CC(/C=C1\SC(=S)N(CC(=O)O)C1=O)=C\c1ccccc1	nt	nt	nt	-0.15	-0.25	-0.19	0.98	-0.34	1414	0.4	1320	19%	nt	nt	20%	-0.9%[50 µM]	nt
NC(=O)c1cc2c3ccccc3ccn2c1-c1ccccc1	nt	nt	nt	-1.4	-0.12	-0.32	-0.15	?	nt	102*	438*	1%	nt	nt	6%	0.7%	nt
Cn1c(=O)c2cc3ccc(Cl)cc3nc2n(C)c1=O	nt	nt	nt	1.3	-0.11	0.79	-1.4	0.06	1002	0.0	1206	1%	nt	nt	7%	nt	nt
Cc1cccc(Cn2nc(-n3cccc3)c3c(C)cc(C)nc32)c1	2.7	2.6	5.4	0.32	-0.15	-0.4	-0.37	-0.65	1277	1.1	1092	18%	i	6	9%	0.1%	0.0%
Nc1nn2cc(-c3ccccc3)nc2c2ccccc12	3.7	2.4	3.9	-0.25	-0.3	0.13	0.03	-0.54	1250	-0.7	1047	9%	i	-2	-26%	-0.1%	-1.9%
CC1(C)C(c2cccs2)=[N+]([O-])C2(CCCCC/C2=N\O)N1O (stereo unspecified)	2.5	1.8	5.1	0.026	-0.24	-0.029	0.11	0.44	1679	-1.1	1063	2%	i	-5	7%	0.4%	1.4%
CCOc1cc2[nH]c(=O)n(Cc3cccc(OC)c3)c(=O)c2cc1OCC	2.0	1.4	6.4	-0.36	-0.064	-0.015	0.25	-0.3	1361	-3.6	985	0%	i	2	-13%	1.0%	0.2%
Cc1c(C(=O)NCc2ccc3c(c2)OCO3)sc2nc(-c3ccccc3)cn12	5.2	2.5	4.5	0.24	-0.25	0.33	-0.041	0.41	886	nt	nt	7%	i	9	-9%	-1.9%	-1.0%
O=C(c1cc(-c2cccc(O)c2)on1)N1CCCCC1	2.8	1.6	4.2	-0.11	-0.12	0.066	0.2	2.3	1996	-3.1	1193	1%	i	2	7%	5.9%	-3.2%
CSCCC(NC(=O)c1ccccc1)C(=O)OCC(=O)N(C)CCC#N (stereo unspecified)	3.9	1.5	7.0	1.2	-0.3	0.59	-1.6	nt	nt	nt	nt	3%	i	1	0%	0.5%	-0.6%
COc1cc(C)c(Cl)cc1S(=O)(=O)N(C)C	3.4	2.7	5.2	0.29	-0.31	0.052	0.81	nt	nt	nt	nt	4%	i	-4	5%	0.2%	-2.8%
COCCN1Cc2cccc(C(=O)Nc3ccc(S(=O)(=O)N4CCCCC4)cc3)c2C1=O	nt	nt	nt	0.024	-0.25	0.018	0.64	1.4	1038	-0.6	1356	3%	nt	nt	10%	0.0%	nt
O=C(CN1C(=O)CS/C1=C\c1nc(-c2ccc(Cl)cc2)cs1)Nc1cccnc1Cl	4.9	2.6	8.2	1	-0.22	0.22	0.42	nt	nt	4.2	1516	12%	i	-8	-1%	-0.1%	-0.1%
